Screening data deposited in PubChem BioAssay by National Center for Advancing Translational Sciences (NCATS).
GAA glycogen: qHTS Assay for Inhibitors and Activators of Human alpha-Glucosidase Cleavage of Glycogen. recombinant GAA, glycogen substrate, Amplex Red glucose oxidase fluorescence. hit rate 0.38% among 300,000. Lysosomal alpha-glucosidase (Homo sapiens), P10253. Potency, µM (highest dose often 76.4 µM), for inactives: top-dose activity change, negative = inhibition, actives largely listed as inhibitors; active = well fitted inhibition curve with a large enough effect; inconclusive = small, poorly fitted or top-dose-only effect, or another doubt; inactive = no such curve, though single readings can be large or run the other way;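 note: 0% = full enzyme reaction and -100% = no-enzyme basal signal; the screen sought inhibitors and activators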
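qHTS, 1536-well; enzyme 4 nM final; cpd up to 77 uM; substrate bovine liver glycogen 30 ug; 50 mM citrate/phosphate pH 5.0, 0.01% Tween-20; 37 C, 40 min; Amplex Red detection 45 min RT; Hill fit → AC50.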
Starred values were filed as active, the others as inactive; ? = inconclusive; & = joins results of further samples; [ ] = another dose, or the depositor's remark. Potency is the fitted concentration of half-maximal effect. Not all compounds are listed, so the mix of outcomes need not match the whole.

GAA glycogen | SMILES
-5.4%[76.3 µM] | CC1(C)Cc2ccccc2C(=NC(Cc2ccccc2)C(=O)O)N1 (stereo not drawn)
3.2% | O=C(c1ccc(Cl)c(S(=O)(=O)N2CCOCC2)c1)N1CCCCCC1
-6.9%[76.3 µM] | CC(=O)N1c2ccc(S(=O)(=O)N3CCN(c4cccc(Cl)c4)CC3)cc2CC1C (stereo not drawn)
-7.7%[76.3 µM] | CCOc1ccccc1NC(=O)Cn1ncc2c([nH]c3ccccc32)c1=O
2.5%[76.3 µM] | CCOc1cc(OCC)cc(C(=O)NCc2ccco2)c1
-0.4%[76.3 µM] | COc1ccc(C)cc1S(=O)(=O)Nc1ccc2c(c1)OCCO2
-2.1% | COc1ccc(NC(=O)C2CC2)cc1OC1CCCC1
3.1%[76.3 µM] | CCN(CC(=O)Nc1c(F)cccc1F)C(=O)CCCc1c[nH]c2ccccc12
-23.5%[76.3 µM] | CCNC(=O)C1CCCN1C(=O)C(CCCN=C(N)N)NC(=O)C(CC(C)C)NC(=O)C(Cc1cn(Cc2ccccc2)cn1)NC(=O)C(Cc1ccc(O)cc1)NC(=O)C(CO)NC(=O)C(Cc1c[nH]c2ccccc12)NC(=O)C(Cc1cnc[nH]1)NC(=O)C1CCC(=O)N1 (stereo not drawn)
-0.4%[76.3 µM] | CCc1ccc(-c2cc3c(=O)n(CC(=O)NCCCN4CCN(CC)CC4)nc(C)n3n2)cc1
3.2% | Cc1cccc(N2CCN(C(=O)CCn3c(=O)[nH]c4ccsc4c3=O)CC2C)c1 (stereo not drawn)
-2.2% | CCCOP(=O)(c1ccc(N(C)C)cc1)C(O)c1ccc(N(C)C)cc1 (stereo not drawn)
0.3% | N/C(=N\OC(=O)c1ccccc1Br)c1cccc([N+](=O)[O-])c1
-6.0% | O=[N+]([O-])c1cc(C=Nc2cccc3c(O)cccc23)ccc1Cl
-1.5%[76.3 µM] | CCCn1cc(S(=O)(=O)c2ccc(F)cc2)c(=O)c2cc(OCC)ccc21
-2.4% | CCCc1cc(=O)oc2c3c(cc(OCC(=O)N[C@@H](C)C(=O)O)c12)OC(C)(C)CC3
2.1%[76.3 µM] | CN(Cc1ccccc1)c1nc(-c2ccc(F)cc2)cc(C(F)(F)F)n1
-3.2% | COc1ccc(NC(=O)CCCCCn2nnc3ccccc3c2=O)cc1OC
-11.9%[76.3 µM] | O=C(COc1ccc2c(-c3ccccc3)cc(=O)oc2c1)NCC1CCC(C(=O)O)CC1 (stereo not drawn)
-3.9%[76.3 µM] | O=C(CCc1ccccc1)NNC(=O)c1ccccc1Cl
5.2% | COC(=O)CNC(=O)C1CCCN1C(=O)CNC(=O)OCc1ccccc1 (stereo not drawn)
4.1%[76.3 µM] | O=[N+]([O-])c1cccc(-c2cc(-c3cc(Br)ccc3O)[nH]n2)c1
9.6%[76.3 µM] | O=C(Nc1ccc2oc(-c3ccccc3F)nc2c1)c1ccccc1Cl
-9.3%[76.3 µM] | COc1ccc(N2CCN(C3CCCN(Cc4cccc(C(C)=O)c4)C3)CC2)cc1 (stereo not drawn)
-11.5%[76.3 µM] | CCOc1ccccc1NC(=O)c1csc(C)c1C
-4.0%[76.3 µM] | O=C(Cc1ccccc1F)N1CCC(c2nc3c(nnn3Cc3ccc(F)cc3)c(=O)[nH]2)CC1
0.9% | CCOc1ccc(Br)cc1S(=O)(=O)Nc1cccnc1
-4.6%[76.3 µM] | CCOc1ccc(NC(=O)CCC(=O)NNC(=O)c2ccccc2Cl)cc1
-8.3%[76.3 µM] | Cc1ccc(Cn2c(CCCNC(=O)c3ccco3)nc3ccccc32)cc1
0.3%[76.3 µM] | COc1cc(CN2CCN(C(=O)c3ccccc3F)CC2)cc(OC)c1OC
1.6% | O=C(CCNC(=O)c1ccco1)Nc1ccccc1
3.7%[76.3 µM] | COc1ccc(Cl)cc1NC(=O)Cn1ncc2c3ccccc3n(C)c2c1=O
0.8%[76.3 µM] | CCN(CC)C(=O)Cn1cc(C(=O)C(=O)N2CCN(c3ccc([N+](=O)[O-])cc3)CC2)c2ccccc21
-16.0%[76.3 µM] | Cc1ccccc1C(=O)NC(=S)NCc1ccccc1
3.6%[76.3 µM] | CCOC(=O)C1=C(CS(=O)(=O)c2c(C)cc(C)cc2C)NC(=O)NC1c1cccc(OC)c1 (stereo not drawn)
5.1% | O=C(Cn1c(NCCO)nc2ccccc21)c1ccc([N+](=O)[O-])cc1
-4.6%[76.3 µM] | Cc1ccc(CN2C(=O)CC(c3ccc(Cl)cc3)c3c(C)nn(-c4nc(C)cc(C)n4)c32)cc1 (stereo not drawn)
-0.8%[76.3 µM] | Cc1ccc(C(=O)NCCN2CCOCC2)c(Cl)c1
0.9% | O=C(NCc1ccccc1)C(c1ccco1)N(C(=O)c1csnn1)C1CC1 (stereo not drawn)
-2.9%[76.3 µM] | CC1CCN(C(=O)/C(=C\c2ccco2)NC(=O)c2ccccc2)CC1
-1.8%[76.3 µM] | Cc1ccc(OC(C)C(=O)Nc2ccccc2C(=O)N2CCN(C)CC2)cc1 (stereo not drawn)
-3.2%[76.3 µM] | COc1ccc(CN(C)CC2CCCN(CCc3ccc(F)cc3)C2)cc1OC (stereo not drawn)
-7.4%[76.3 µM] | COCCCNc1nc2c(c(=O)n(C)c(=O)n2C)n1Cc1ccccc1
-0.4%[76.3 µM] | Cc1cc(C)n(-c2ccc(NC(=O)C3CCCCN3C(=O)c3ccoc3)cc2)n1 (stereo not drawn)
0.9%[76.3 µM] | Cc1ccc(NC(=O)Cc2ccc(-c3ccccc3)cc2)nc1

13 entries already listed, arranged by molar mass, ascending:
GAA glycogen | SMILES
1.6% | O=C(CCNC(=O)c1ccco1)Nc1ccccc1
-16.0%[76.3 µM] | Cc1ccccc1C(=O)NC(=S)NCc1ccccc1
2.5%[76.3 µM] | CCOc1cc(OCC)cc(C(=O)NCc2ccco2)c1
-5.4%[76.3 µM] | CC1(C)Cc2ccccc2C(=NC(Cc2ccccc2)C(=O)O)N1 (stereo not drawn)
0.9% | CCOc1ccc(Br)cc1S(=O)(=O)Nc1cccnc1
2.1%[76.3 µM] | CN(Cc1ccccc1)c1nc(-c2ccc(F)cc2)cc(C(F)(F)F)n1
0.3% | N/C(=N\OC(=O)c1ccccc1Br)c1cccc([N+](=O)[O-])c1
-2.2% | CCCOP(=O)(c1ccc(N(C)C)cc1)C(O)c1ccc(N(C)C)cc1 (stereo not drawn)
-1.8%[76.3 µM] | Cc1ccc(OC(C)C(=O)Nc2ccccc2C(=O)N2CCN(C)CC2)cc1 (stereo not drawn)
3.2% | Cc1cccc(N2CCN(C(=O)CCn3c(=O)[nH]c4ccsc4c3=O)CC2C)c1 (stereo not drawn)
-4.0%[76.3 µM] | O=C(Cc1ccccc1F)N1CCC(c2nc3c(nnn3Cc3ccc(F)cc3)c(=O)[nH]2)CC1
3.6%[76.3 µM] | CCOC(=O)C1=C(CS(=O)(=O)c2c(C)cc(C)cc2C)NC(=O)NC1c1cccc(OC)c1 (stereo not drawn)
-23.5%[76.3 µM] | CCNC(=O)C1CCCN1C(=O)C(CCCN=C(N)N)NC(=O)C(CC(C)C)NC(=O)C(Cc1cn(Cc2ccccc2)cn1)NC(=O)C(Cc1ccc(O)cc1)NC(=O)C(CO)NC(=O)C(Cc1c[nH]c2ccccc12)NC(=O)C(Cc1cnc[nH]1)NC(=O)C1CCC(=O)N1 (stereo not drawn)

(continued)
GAA glycogen | SMILES
-2.2%[76.3 µM] | Cn1c(CNC(=O)c2ccc3c(c2)OCO3)nnc1SCC(=O)Nc1ccccc1F
9.8%[76.3 µM] | Cc1ccccc1CNC(=O)C1CCN(c2nnc(-n3c(C)ccc3C)s2)CC1
-10.5%[76.3 µM] | CCc1ccc(NC(=O)C(=O)NCC(c2cccnc2)N2CCN(C)CC2)cc1 (stereo not drawn)
-11.0% | O=C1NC(=O)N(c2ccccc2)C1=O
-6.1%[76.3 µM] | COC(=O)c1c(NC(=O)Cc2coc3cc(C)ccc23)sc2c1CCC2
4.2% | O=C(C1CCCN(Cc2ccccc2[N+](=O)[O-])C1)N1CCCCC1 (stereo not drawn)
6.4% | COc1ccccc1CNC(=O)c1cc(C)nc2ccccc12
7.1%[76.3 µM] | COC(=O)C1=C(CS(=O)(=O)c2ccc(Cl)cc2)NC(=O)NC1c1ccc(O)c(OC)c1 (stereo not drawn)
8.5%[76.3 µM] | CC(=O)c1cccc(NC(=O)c2nc(-c3ccccc3)n(-c3cccc(Cl)c3)n2)c1
3.7%[76.3 µM] | CC(CCc1ccccc1)NC(=O)c1ccc(F)cc1 (stereo not drawn)
15.1%[76.3 µM] | CCNCCC(=O)N1c2ccccc2Sc2ccc(C(F)(F)F)cc21
-18.5%[76.3 µM] | CCCOc1ccc(C2=NC(c3ccncc3)=Nc3ccc(C)cc3N2)cc1
3.9% | C=CCN1C(=O)[C@@H]2Cc3c([nH]c4ccccc34)C(c3ccc(O)cc3)N2C1=S (stereo partly drawn)
17.7%[76.3 µM] | CCOc1ccc(NC(=O)c2nn(C)c(C(=O)Nc3ccc(OCC)cc3)c2[N+](=O)[O-])cc1
-0.5%&15.1%[76.3 µM] | CCOC(=O)C1CCCN(C(=O)Cn2ncc3c([nH]c4ccccc43)c2=O)C1 (stereo not drawn)
6.5%[76.3 µM] | CN1C(=O)/C(=C2\SC(=S)N(NC(=O)c3cccnc3)C2=O)c2ccccc21
-3.4%[76.3 µM] | CCOc1ccccc1NC(=O)c1cn(C2CCCCC2)c(=O)c2c1c1ccccc1n2C
2.5% | CN(Cc1cccnc1)C(=O)Cc1ccc(NS(=O)(=O)c2cccc(C(F)(F)F)c2)cc1
6.2% | Cc1oc2ccc(OCc3ccccc3Cl)cc2c1C(=O)O
2.6% | CC1(c2cccc(Br)c2)NC(=O)NC1=O (stereo not drawn)
-0.7%[76.3 µM] | O=C(Nc1cccc(F)c1)Nc1ccnn1C1CCN(C(=O)CCN2CCCO2)CC1
5.2%[76.3 µM] | C=CCOc1cccc(/C=N/NC(=O)C(OC)c2ccccc2)c1 (stereo not drawn)
-20.8% | Cc1cccc(N2CC(C(=O)Nc3ccc(S(=O)(=O)N4CCOCC4)cc3)CC2=O)c1C (stereo not drawn)
4.7% | Cc1ccccc1C(=O)Nc1c(C)[nH]c(=O)[nH]c1=O
2.1% | Cc1cc(NC(=O)CSc2nc3c(cc2C#N)CCC3)no1
-10.7%[76.3 µM] | CCC1CCCCN1CCCNC(=O)CCC(=O)N1CCOc2ccccc21 (stereo not drawn)
1.3%[76.3 µM] | COc1ccc(-c2cc(-c3ccccc3)nc(NN)n2)cc1OC
-6.6% | C[n+]1ccccc1/C=C/c1ccc([N+](=O)[O-])cc1
7.3%[76.3 µM] | CCOc1ccc(S(=O)(=O)c2cn(Cc3cc(C)ccc3C)c3ccc(OCC)cc3c2=O)cc1
-2.7% | NC(=S)C(c1ccccc1)c1ncc(C(F)(F)F)cc1Cl (stereo not drawn)
13.6%[76.3 µM] | CCn1cc(C(=O)NCCCOC)c(=O)c2cc(S(=O)(=O)N3CCC(C)CC3)ccc21
-10.7%[76.3 µM] | Cc1ccc(S(=O)(=O)NNC(=O)c2ccncc2)cc1[N+](=O)[O-]
8.0%[76.3 µM] | Cc1cccc(-c2nnc(SCC(=O)NC3CCCC3)o2)c1
-12.4% | COc1ccc(CSc2nnc(-c3ccncc3)n2N)cc1
-25.0%[76.3 µM] | CCS(=O)(=O)N1CCC(C(=O)Nc2cc(C)ccc2O)CC1
-5.3% | Fc1ccc(CN2CCN(c3ncnc4scc(-c5ccc(F)cc5)c34)CC2)cc1
-0.9%[76.3 µM] | O=C(NCCOc1ccccc1)C1CCC(=O)N(Cc2ccc(Cl)cc2)C1 (stereo not drawn)
-4.5%[76.3 µM] | O=C(c1ccc2c(c1)N(Cc1ccccc1F)C(=O)c1ccccc1S2(=O)=O)N1CCOCC1
2.6% | COC(CNC(=O)Cn1nc(Cc2ccncc2)c2ccccc2c1=O)OC
-0.4%[76.3 µM] | CCOc1cc(CNCc2cc(OC)cc(OC)c2)ccc1OC
1.2% | Cc1cc([N+](=O)[O-])cc2c1NC(=O)C2(O)N1CCCC(C)C1 (stereo not drawn)
-4.4% | CC(NC(=O)CN(C)S(=O)(=O)c1ccc(Br)s1)c1ccccc1 (stereo not drawn)
-7.2%[76.3 µM] | COc1cccc(NC(=O)C2CCCN(S(C)(=O)=O)C2)c1 (stereo not drawn)
-1.3% | CCOC(=O)c1[nH]cnc1C(=O)Nc1ccc([N+](=O)[O-])cc1
-1.4%[76.3 µM] | CCCOc1ccc(C(=O)Nc2ccc3nn(-c4ccc(OC)c(Cl)c4)nc3c2)cc1
-1.2%[76.3 µM] | Cc1cc(C)c2c(CC(=O)Nc3cc(C(F)(F)F)ccc3Cl)coc2c1
13.8%[76.3 µM] | CCc1ccc(NC(=O)Cn2c(=O)n(Cc3ccccc3)c(=O)c3oc4ccccc4c32)cc1
5.5%[76.3 µM] | CC(C)(C)c1ccc(-c2nc3cc(N)ccc3o2)cc1
? | COc1cc(NS(=O)(=O)c2ccc(NC(=S)NC(=O)c3ccc(F)c(F)c3)cc2)nc(OC)n1
-12.3%[76.3 µM] | COc1ccccc1CNC(=O)CCc1c(C)c2cc3c(C)c(C)oc3cc2oc1=O
8.7%[76.3 µM] | CCOc1ccc(C2CC(=O)c3c([nH]c(C(=O)OC4CCCCCC4)c3C)C2)cc1 (stereo not drawn)
-12.0% | CC1CCN(Cc2c(C(=O)N/N=C/c3cc(Br)ccc3O)nnn2-c2nonc2N)CC1
-5.7%[76.3 µM] | Cc1ccnc(NC(=O)CCS(=O)(=O)c2ccccc2)c1
? | CCOc1ccc(Cl)cc1C(c1c(C)[nH][nH]c1=O)c1c(C)[nH][nH]c1=O
14.2% | N#Cc1ccc(CN2CCN(C(=O)CC(NC(=O)c3ccccc3)c3ccccc3)CC2)cc1 (stereo not drawn)
-8.0%[76.3 µM] | CC(=O)c1ccc(CC2SC(N)=NC2=O)cc1 (stereo not drawn)
1.9% | CC(=O)N1CCN(c2ccc(NC(=O)c3ccco3)cc2)CC1
